# ERG Ets-DNA blk – inhibitors of human ERG Ets domain-DNA interaction; Potency, µM (doses to about 76.9 µM), inactives show top-dose FP activity, negative = inhibition, actives largely listed as inhibitors; fluorescence polarization, His-ERG Ets domain / labelled DNA; P11308; 0.028% of 370,000 active; AID 624246; active = well fitted inhibition curve with a large enough effect in the polarisation, with a control signal flat; inconclusive = small, poorly fitted or top-dose-only effect, or effect the other way, or a change in a side signal; inactive = no such curve, though single readings can be large or run the other way; the % refers to the polarisation;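 also: polarization taken with two DNA probes labelled with fluorescein and Texas red; potency is read from the fitted curve at half-maximal effect; % of control where 0% means no effect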
#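 His-tagged ERG Ets domain (1 uM in the protein solution; 300mM KCl, 50mM Tris-HCl, 1mM EDTA, 1mM DTT, pH 7.5) received compound, then a probe mix of 5 nM fluorescein-DNA and 100nM Texas-615-DNA. Fluorescence polarization was read for both dyes.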
# Pol iota inh – inhibitors of human DNA polymerase iota | Q9UNA4 | 1% of 390,000 active | Pol iota fluorescent replication assay, 10 min | Potency, µM (doses to about 115 µM), without a hit: at the top dose activity, negative = inhibition, hits mostly inhibitors; also: potency is read from the fitted curve at half-maximal effect
# Target sequence (Q9UNA4 whole entry, looked up): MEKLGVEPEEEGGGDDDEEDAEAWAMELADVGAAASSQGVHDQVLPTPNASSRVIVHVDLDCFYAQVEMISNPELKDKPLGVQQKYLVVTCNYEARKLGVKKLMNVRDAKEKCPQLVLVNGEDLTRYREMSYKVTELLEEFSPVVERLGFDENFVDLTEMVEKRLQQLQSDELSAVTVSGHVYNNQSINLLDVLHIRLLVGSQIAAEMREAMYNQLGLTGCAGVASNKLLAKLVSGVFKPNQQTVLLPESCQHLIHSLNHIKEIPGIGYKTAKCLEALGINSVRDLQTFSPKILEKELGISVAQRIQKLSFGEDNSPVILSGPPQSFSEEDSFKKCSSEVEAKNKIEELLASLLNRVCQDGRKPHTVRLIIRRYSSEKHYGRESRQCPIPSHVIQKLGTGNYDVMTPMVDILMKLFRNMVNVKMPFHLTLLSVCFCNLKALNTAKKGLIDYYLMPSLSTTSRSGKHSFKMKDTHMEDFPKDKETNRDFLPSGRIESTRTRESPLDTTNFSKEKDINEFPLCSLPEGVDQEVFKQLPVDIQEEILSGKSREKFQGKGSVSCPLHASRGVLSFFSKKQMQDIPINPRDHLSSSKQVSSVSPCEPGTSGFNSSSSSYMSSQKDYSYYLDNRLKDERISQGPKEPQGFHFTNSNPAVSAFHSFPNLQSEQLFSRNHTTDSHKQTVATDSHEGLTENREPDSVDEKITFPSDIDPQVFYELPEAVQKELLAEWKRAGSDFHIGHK
#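 Fluorescent replication assay read twice, at 0 min and 10 min after adding 50 nM (final) substrate. Enzyme (10 nM) and compounds were first incubated 15 min at room temperature; enzyme-free buffer wells were negative controls.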
# APEX1 inh – APE1 (human) endonuclease inhibition. recombinant APE1, TAMRA/BHQ-2 abasic DNA cleavage fluorescence. Potency, µM (highest dose often 65.8 µM), inactives show at the highest dose activity change, negative = inhibition, most hits filed as inhibitors. 0.35% of 350,000 active;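 also: potency is read from the fitted curve at half-maximal effect; plate controls were vehicle for no effect and reference inhibitor for full effect; nearly all actives have a fitted effect of over 55% in size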
#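 Compound pre-exposure to 0.75 nM APE1, 15 min at ambient temperature. Reaction initiated with 50 nM TAMRA/BHQ-2 THF substrate, read immediately in kinetic mode, 525 nm excitation, 598 nm emission.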
# TRHR agonist – activates the human TRH receptor | TRHR cells, calcium flux fluo-8, FDSS agonist mode | AID 493084 | 0.18% of 360,000 active | activation, % at 2 µM; in the data active = activation above about 30%; also: 0% is about no effect
#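 In this calcium-flux screen, cells bearing human TRHR are dye-loaded with fluo-8, baselined for 10 cycles, then exposed to library compounds; positive kinetic calcium responses during the agonist phase mark hits, with TRH as control.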
# POLB inh – inhibitors of human DNA polymerase beta | P06746 | Pol beta primer extension/strand displacement, fluorescence kinetic | Potency, µM (series often up to 114 µM), inactives show at the highest dose activity change, negative = inhibition, most hits filed as inhibitors | 1.3% of 340,000 active; also: potency is read from the fitted curve at half-maximal effect; % is scaled to controls: 0 for no effect and ±100 for the full control effect
#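 Enzyme-only controls used 10 nM Pol beta; buffer lacking enzyme served as negative control. Compound preincubated 15 min, then 50 nM substrate added; 0 and 10 min reads at room temperature.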
# Pol kappa inh – inhibitors of human DNA polymerase kappa | 0.53% of 400,000 active | Potency, µM (titrated, usually from 107 µM), without a hit: top-dose activity, negative = inhibition, usual class: inhibitors | purified Pol kappa, fluorescent DNA synthesis assay, 10 min; also: potency is read from the fitted curve at half-maximal effect; % is scaled to controls: 0 for no effect and ±100 for the full control effect
#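 Inhibition of 10 nM Pol kappa is measured by a fluorescent read-out at 0 and 10 min following addition of 50 nM substrate (final), with a 15-min room-temperature compound preincubation.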
# BLM helicase inh – blocks DNA unwinding by human BLM helicase | P54132 | recombinant BLM DNA unwinding, fluorescence dequenching | Potency, µM (series often up to 56.1 µM), inactives show at the top dose activity change, negative = inhibition, usual class: inhibitors | 0.2% of 350,000 active | AID 2528;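 also: potency is read from the fitted curve at half-maximal effect; plate controls were vehicle for no effect and no enzyme for full effect; nearly all actives have a fitted effect of over 35% in size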
# ALOX12 inh – ALOX12 (human) lipoxygenase inhibition. purified 12hLO, xylenol orange hydroperoxide absorbance. Potency, µM (titrated, usually from 108 µM), without a hit: at the top dose activity change, negative = inhibition, usual class: inhibitors. 1.1% of 580,000 active. AID 1671190; also: potency is read from the fitted curve at half-maximal effect; % is scaled to controls: 0 for no effect and ±100 for the full control effect
#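 Hydroperoxide product was detected by ferrous iron/xylenol orange as the 573 to 405 nm absorbance ratio. Arachidonic acid at 40 uM (final) was turned over for 30 min at room temperature by 150 nM human 12hLO, pH 7.0 Hepes buffer, after 15 min compound preincubation.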
# Apoferritin bind – candidate novel general anesthetic via apoferritin binding. 0.074% of 350,000 active. apoferritin/1-aminoanthracene competitive binding, fluorescence. Potency, µM (doses to about 77.5 µM), for inactives: at the highest dose activity change, negative = displacement, actives largely listed as inhibitors. AID 485281; also: potency is read from the fitted curve at half-maximal effect; % is scaled to controls: 0 for no effect and ±100 for the full control effect; nearly all actives have a fitted effect of over 20% in size
# Target sequence (P02791 2-175 limits assumed): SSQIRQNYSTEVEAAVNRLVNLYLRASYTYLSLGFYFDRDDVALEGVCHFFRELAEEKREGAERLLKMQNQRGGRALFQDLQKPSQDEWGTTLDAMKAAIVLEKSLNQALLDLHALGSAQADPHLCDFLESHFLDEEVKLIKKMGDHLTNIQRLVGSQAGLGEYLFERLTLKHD
#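 Horse-spleen apoferritin (10 uM) in 50% saturated 1-aminoanthracene in PBS was incubated 10 min at room temperature with compound. Fluorescence (ex 380, em 535 nm) was normalized to free and bound 1-AMA, with concentration-response fitted by a four-parameter Hill equation.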
# Numbers without * were called inactive; ? = inconclusive; nt = not tested or not shown; [ ] = dose if it differs, or a comment. Unless noted, calls follow the shape of the dose curve; as a rule, active = well fitted curve in the direction sought with a large enough effect; inconclusive = small, poorly fitted or top-dose-only effect, or another doubt; inactive = no such curve, though single readings can be large; an effect the other way counts as inactive or inconclusive. Not all compounds are listed; rates above refer to the full screens.
SMILES,ERG Ets-DNA blk,Pol iota inh,APEX1 inh,TRHR agonist,POLB inh,Pol kappa inh,BLM helicase inh,ALOX12 inh,Apoferritin bind
O=C(CSc1nnc(Cc2cccs2)n1Cc1ccco1)Nc1ccc(Br)cc1,-13%,-2%,-3%,0.6,2%,-16%,-11%,56%[activator],-9%
CCOc1ccc(Cc2nnc(SCC(=O)Nc3ccc(C(C)=O)cc3)[nH]c2=O)cc1,11%,10%,-13%,-0.2,nt,-8%,nt,3%,nt
CCOC(=O)c1cc(-c2ccc(OC)cc2)n(CCC(=O)NCCc2ccccc2)c1C,6%,-24%,nt,0.1,-15%,-10%[60.1 µM],-6%,-11%,-8%
Cc1ccc2sc(NNC(=O)c3cc(-c4cccs4)nc4ccccc34)nc2c1C,nt,nt,13%,0.1,-4%,nt,0%,2%[57.4 µM],-11%
CCOc1ccccc1NC(=O)Cn1c(=O)n(CCCC(=O)NCCc2ccc(C)cc2)c(=O)c2ccccc21,-4%,1%,nt,-0.1,2%,6%,-6%,-3%,-2%
CCCN1c2cccc3cccc(c23)S1(=O)=O,-5%,-6%,-4%,-2.3,6%,-6%,-7%,0%,32%[activator]
NS(=O)(=O)c1ccc(NC(=O)CSc2n[nH]c(=O)n2C2CC2)cc1,-3%,23%,10%,0.9,nt,14%,nt,10%,nt
COC(=O)C1CCN(C(=O)COC(=O)c2cc(S(=O)(=O)N3CCOCC3)ccc2C)CC1,12%,13%,48%[activator],nt,nt,-13%,nt,?,nt
Cc1cc(C)cc(OCCCCn2cncn2)c1,-2%,26%,0%,-0.1,2%,-3%,-13%,?,-12%
Cc1nc(-n2nc(C)c(Cc3ccccc3Cl)c2C)sc1C(=O)Nc1ccccc1F,-3%,2%,nt,0.5,-23%,0%,-3%,-8%,-5%
Cc1ccc(S(=O)(=O)NC(=O)c2cccn2C)cc1,9%,?,5%,0.0,22%,-11%,3%,0%,0%
COc1cc(CCC(=O)Nc2ccc(Cl)c(C(F)(F)F)c2)cc(OC)c1OC,-1%,18%,-8%,-0.2,22%,-18%,-7%,-3%,2%
COc1ccc(OCC(=O)NCCNC(=O)c2ccccn2)cc1,12%,-4%,7%,0.6,57%,2%,-4%,24%,5%
O=C(/C=C/c1ccc([N+](=O)[O-])cc1)NCc1ccccn1,9%,-4%,4%,0.2,1%,-19%,-7%,?,0%
Cc1cccc(-n2[nH]c(C)c(C=Nc3ccc4[nH]c(=O)[nH]c4c3)c2=O)c1,-3%,10%,3%,0.7,23%,6%,0%,18%,4%
CCOc1ccccc1CNC(=O)c1ccc(Cn2c(=O)c3cccn3c3cccnc32)cc1,2%,-3%,nt,0.5,34%[activator],-12%,-5%,-2%,-5%
CCN(CC)CCN1c2ccccc2Sc2ccccc21,-8%,35%[activator],-18%,0.8,?,-7%,-2%,-92%,-10%
CC(=O)Oc1cccc(N2C(=O)C3CC=CCC3C2=O)c1 (stereo not drawn),-10%,37%[activator],3%,-0.7,10%,0%,2%,-16%,?
COc1cc(C2C(C(=O)/C=C/c3ccccc3)=C(O)C(=O)N2c2ccccn2)ccc1O (stereo not drawn),7%,5%,2%,0.7,-2%,0%,-5%,?,?
COc1ccc(CCNC(=O)CSc2nc3ccccc3nc2Cc2ccc(C)cc2)cc1OC,0%,-6%,nt,0.2,?,-10%,-11%,0%,?
Cc1ccc(-n2c(C)cc(/C=N\NC(=O)CC(=O)NC(C)C)c2C)cc1,9%,-2%,3%,-0.3,-1%,-9%,1%,-21%,0%
Cc1cc(C(=O)Nc2ccccc2C(=O)O)ccc1NC(=O)COc1cccc(C)c1C,12%,-5%,22%,-0.6,1%,-14%,-1%,-3%,-10%
CN1C(=O)C2(OCC(CO)([N+](=O)[O-])CO2)c2ccccc21 (stereo not drawn),-5%,-23%,35%[activator],0.5,11%,-6%[60.1 µM],-3%,?,-1%
O=C(O)C1CCN(c2ccc(Cl)nn2)CC1,1%,-25%,20%,0.4,19%,-6%,-2%,-8%,1%
Cc1ccc(CSc2nc3c(c(N(C)C)n2)CCCC3)cc1,-4%,4%,20%,0.3,0%,-3%,-6%,4%,8%
# Later entries
SMILES,ERG Ets-DNA blk,Pol iota inh,APEX1 inh,TRHR agonist,POLB inh,Pol kappa inh,BLM helicase inh,ALOX12 inh,Apoferritin bind
CCn1c(SCC(=O)Nc2ccccc2C(=O)OC)nnc1-c1ccc(N)cc1,-7%,36%[activator],0%,nt,17%,-1%,1%,-8%,-13%
CC(C)NC(=O)CSc1nc2ccccc2c(=O)n1Cc1ccc(C(=O)NC(C)C)cc1,11%,5%,nt,0.0,25%,-13%[60.1 µM],0%,-19%,-1%
CCOc1cccc(CN2CCCC(C(=O)c3cccc(C(F)(F)F)c3)C2)c1O (stereo not drawn),4%,21%,5%,0.6,-5%,-16%,-4%,-12%,?
COc1ccc(NC(=O)CSCC(=O)NCc2cccc(C(F)(F)F)c2)cc1,-2%,29%,12%,0.0,nt,-10%,nt,16%,nt
O=C(c1cnn2c(C(F)F)cc(-c3ccccc3)nc12)N1CCN(Cc2ccc3c(c2)OCO3)CC1,4%,3%,22%,-0.4,25%,-10%,-2%,?,-18%
CCN1CCN(C(c2cccnc2)c2cc(Cl)c3cccnc3c2O)CC1 (stereo not drawn),-11%,30%,-4%,0.4,27%,-15%,1%,?,?
c1cncc(-c2cnc3ccccc3c2)c1,1%,5%,9%,-0.1,nt,-19%,nt,1%,nt
CC(C)(C)C(=O)N1CCN(c2ccc(Cl)cc2[N+](=O)[O-])CC1,-2%,27%,2%,-0.1,8%,-10%,-1%,-10%,-2%
CCn1c(C)c(C(C)=O)c(N2CCC(C(N)=O)CC2)nc1=S,nt,9%,6%,0.0,8%,-8%,-5%,19%,-6%
Cc1occc1C(=O)N/N=C/C=C/c1ccccc1,-9%,-21%,-4%,-0.3,3%,-10%,-4%,16%,-20%
O=C(O)c1ccccc1NC(c1ccccc1)c1ccc(Cl)cc1 (stereo not drawn),2%,-1%,23%,0.8,-4%,5%,-6%,0%,4%
Cc1cc(-c2nnc(SCCC(=O)Nc3ccccc3)o2)no1,6%,?,-6%,0.6,?,-20%,-4%,-2%,-16%
Cc1ccc(NC(=O)c2ccc(Cl)nc2)cc1,-3%,3%,1%,0.0,0%,16%,2%,0%,-5%
O=C(CSc1cccc(C(F)(F)F)c1)Nc1nnc(C2CC2)s1,-8%,-25%,4%,nt,nt,12%,nt,0%,nt
COc1ccccc1Cn1cc(C(=O)c2ccc(C)cc2)c(=O)c2cc3c(cc21)OCCO3,-4%,20%,nt,0.2,0%,-8%,-3%,2%,-8%
COc1ccc(OC)c(/C=N/NC(=O)C(=O)N2CCCCCC2)c1,16%,11%,11%,-0.3,0%,-1%,0%,39%,-8%
ON1C2CCCCC2N(O)C1c1ccccc1C(F)(F)F (stereo not drawn),3%,1%,-3%,-0.2,34%,-11%,0%,60%,?
COc1cccc(C(=O)N2CCN(C(=O)C3COc4ccccc4O3)CC2)c1 (stereo not drawn),-4%,26%,54%[activator],-0.3,4%,-11%,3%,-2%,-5%
O=C(NCc1cccnc1)Nc1ccc(Cl)cc1Cl,-5%,-1%,-7%,-0.6,-1%,-4%,-1%,?,-11%
CC(C)(C)[C@H]1C=C(C(=O)NCc2nc3ccccc3[nH]2)O[C@@H](OCCCCO)C1,-8%,42%[activator],0%,-0.3,0%,-4%,-6%,9%,-1%
CCOc1ccc2nc(N3CCCC(C(=O)NCCCN4C(C)CCCC4C)C3)sc2c1 (stereo not drawn),-3%,23%,10%,-0.3,3%,5%,6%,-2%,-12%
CCOc1ccc(Nc2c(S(=O)(=O)c3ccccc3)cnc3ccc(CC)cc23)cc1,0%,-2%,nt,0.3,-10%,6%,-12%,-25%,?
Cc1cccc(C)c1NC(=O)CNC(=O)C(C)N(C)CC(=O)Nc1ccc(F)cc1 (stereo not drawn),-16%,7%,41%,-0.1,nt,-8%,nt,8%,nt
COc1ccc(Cl)cc1NC(=O)c1nnn(CC(=O)Nc2cc(C)cc(C)c2)c1N,-9%,5%,10%,0.5,1%,6%,-4%,12%,-7%
CCOCCCNC(=O)C1CCCN(S(=O)(=O)c2cccc3nsnc23)C1 (stereo not drawn),-1%,72%[activator],97%[activator],-1.5,16%,8%,1%,-7%,-1%
CC(C)CO/C(=N/S(=O)(=O)c1ccccc1)c1ccccc1,-10%,19%,-5%,0.5,30%,-1%,0%,-15%,-5%
CN(CC1CCCN(CCc2ccc(Cl)cc2)C1)C(=O)CC(F)(F)F (stereo not drawn),-1%,81%[activator],-5%,0.9,2%,-4%,2%,-21%,-7%
CCc1ccc(-c2cc(C(=O)N/N=C/c3ccccn3)[nH]n2)cc1,0%,125%[activator],-1%,-0.1,-4%,-8%,-8%,6%,?
O=C(CSc1ncc(-c2ccc(F)cc2)n1Cc1ccco1)Nc1ccc2c(c1)OCO2,3%,3%,-2%,-0.5,4%,-2%,-13%,33%[activator],4%

# Full records from above.
# `COc1ccc(OC)c(/C=N/NC(=O)C(=O)N2CCCCCC2)c1` across the screens: ERG Ets-DNA blk: 16%; Pol iota inh: 11%; APEX1 inh: 11%; TRHR agonist: -0.3; POLB inh: 0%; Pol kappa inh: -1%; BLM helicase inh: 0%; ALOX12 inh: 39%; Apoferritin bind: -8%
# `CCOCCCNC(=O)C1CCCN(S(=O)(=O)c2cccc3nsnc23)C1` (stereo not drawn) across the screens: ERG Ets-DNA blk: -1%; Pol iota inh: 72%[activator]; APEX1 inh: 97%[activator]; TRHR agonist: -1.5; POLB inh: 16%; Pol kappa inh: 8%; BLM helicase inh: 1%; ALOX12 inh: -7%; Apoferritin bind: -1%

# Compound activity deposited in PubChem by National Center for Advancing Translational Sciences (NCATS).
